Large T inhibition – SV40 large T antigen inhibitors, biochemical (AID 1903); one-dose inhibition, % at 20 µM; IC50 in µM for titrated hits; SV40 large T antigen ATPase/helicase inhibition assay; higher % means a stronger effect; 310,000 compounds, 0.39% hits; in the data active = a potency from the dose series; inconclusive = inhibition mostly from about 32% at the one dose, without a potency; inactive = the rest, 99 in 100 with inhibition below about 32%; note: strong numbers were not always called active
NS5 inhibitors – Dengue-2 NS5 methyltransferase inhibitors, primary screen, biochemical, confirmation dose response (AID 588689) | 340,000 compounds, 0.3% hits | Genome polyprotein (Dengue virus type 2 (strain 16681-PDK53)) | inhibition, % at 25 µM, or IC50 in µM where a hit was titrated | Dengue-2 NS5 methyltransferase capping enzyme assay, biochemical; higher % means a stronger effect; in the data active = a potency from the dose series; inconclusive = inhibition above about 29% without an active follow-up result
RSV antiviral HEp-2 – RSV antiviral activity via CPE protection, HEp-2 cells, primary 10 µM value included (AID 2391); 310,000 compounds, 0.13% hits; HEp-2 cells, RSV-induced CPE inhibition; higher % means a stronger effect; CPE inhibition, % at 10 µM; hits with a dose series show IC50 in µM; in the data active = a potency from the dose series; inconclusive = CPE inhibition mostly from about 23% at the one dose, without a potency; inactive = the rest, 99 in 100 with CPE inhibition below about 21%; note: strong numbers were not always called active
West Nile antiviral – West Nile virus antiviral activity, cell-based, CPE readout (AID 1621); 290,000 compounds, 0.02% hits; CPE inhibition, % at 10 µM; hits with a dose series show IC50 in µM; West Nile virus-infected cells, CPE inhibition; higher % means a stronger effect; in the data active = a potency from the dose series; inconclusive = CPE inhibition mostly from about 3.7% at the one dose, without a potency; inactive = the rest, 99 in 100 with CPE inhibition below about 2.2%; note: strong numbers were not always called active
ER stress rescue – rescue of cells from ER stress-induced death, primary screen, 384-well, CSM14.1, thapsigargin, ATP luminescence (AID 1222) | CSM14.1 thapsigargin-induced death rescue, ATP luminescence; higher % means a stronger effect | cellular ATP content (survival), % at 20 µM; hits with a dose series show EC50 in µM | 190,000 tested, under 10 active;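 active = EC50 below 50 µM in the dose-response confirmation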;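 note: death triggered by thapsigargin at about 15 µM added after 2 h compound pretreatment; cell ATP read after overnight thapsigargin exposure of roughly 18 to 22 hours; normalized against plate controls of thapsigargin alone and 5% DMSO vehicle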
WT yeast gro inh – growth inhibition of WT strain, primary screen, mitochondrial fusion inhibitor project, WT and mutant strains, chemical genetic | mitochondrial fusion phenotypic screen | inhibition, % at 10 µM | 190,000 compounds, 2.1% hits | AID 1362, 2008; in the data active = inhibition above about 58%; tested in S. cerevisiae
Yfh1-off respiration – enhancers of respiration in Yfh1-depleted yeast, dose response, Friedreich's ataxia, plus single-dose screen (AID 1465); 220,000 compounds, 0.074% hits; fold induction at 50 µM; hits with a dose series show EC50 in µM; S. cerevisiae Yfh1-off respiration, WST-1 reduction, 72 h; higher fold induction means a stronger effect;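 active = fold induction of absorbance versus untreated yeast above a set limit, then at least 30% activation at any dose in follow-up; inconclusive = repeats straddling the limit, or above it without dose testing; inactive = fold induction below the set limit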;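 note: activators that raise dye reduction in frataxin-depleted yeast; strong numbers were not always called active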
XIAP antagonists – XIAP antagonists, biochemical, IAP family, fluorescence polarization (AID 1018); E3 ubiquitin-protein ligase XIAP (Homo sapiens); XIAP BIR domain, fluorescence polarization peptide displacement; higher % means a stronger effect; displacement, % at 20 µM; hits with a dose series show IC50 in µM; 200,000 compounds, 0.007% hits; in the data active = displacement above about 50%; note: a part of the inactive calls stands beside numbers as strong as those of hits
UTI89 phage lysis – inhibition of K1F phage lysis, E. coli UTI89, bacterial capsule biogenesis inhibitors, alamar blue (AID 488966); E. coli UTI89 K1F phage lysis, alamar blue, 2 h; higher % means a stronger effect; 340,000 compounds, 0.02% hits; one-dose inhibition, % at 100 µM; IC50 in µM for titrated hits;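 active = phage lysis inhibition, versus mean bacterial control, above a set limit; inconclusive = no clear call, values can overlap the other calls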;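 note: capsule biogenesis inhibitors block K1F phage lysis so surviving cells raise fluorescence; higher fluorescence means more inhibition of phage lysis; actives were called in the ten point dose series up to 300 µM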
WT yeast gro inh mutant strain – also measured in WT yeast gro inh; calls as there; inhibition, %; mitochondrial fusion phenotypic screen, mutant strain inhibition
Numbers without * were called inactive; i = inactive; ? = inconclusive; . = no result given; & = joins results of further samples; [ ] = another dose, or the depositor's remark.

SMILES	Large T inhibition	NS5 inhibitors	RSV antiviral HEp-2	West Nile antiviral	ER stress rescue	WT yeast gro inh	WT yeast gro inh mutant strain	Yfh1-off respiration	XIAP antagonists	UTI89 phage lysis
CCOC(=O)N1CCN(CC(O)COC2CC(C)CC(C)(C)C2)CC1 (stereo not drawn)	-1%	1%	0.1%	-0.3%	-1.1%	33	32	i	-9.0%	0.0%
Cc1ccc(S(=O)(=O)N2CCC(C(=O)NCC3CCCO3)CC2)cc1 (stereo not drawn)	1%	-4%	0.4%	-0.4%	-2.3%	4	0	i	-5.1%	0.6%
CC(C)S(=O)(=O)c1csc(C(=O)Nc2ccc(F)cc2)c1N	21%	-10%	0.4%	0.4%	.	.	.	i	.	0.1%
COc1cc(/C(C)=N\NC(N)=S)cc(OC)c1OC	11%	-3%	8.4%	0.6%	-0.5%	-18	-7	i	-3.7%	-0.1%
CC(=O)CSc1nc(-c2cccs2)c(C#N)c(=O)[nH]1	21%	-15%	.	-0.8%	-0.2%	-11	-11	i	-8.0%	-0.8%
CC(C)NC(=O)CCc1nnc(Cc2cccc(C(F)(F)F)c2)o1	6%	-5%	-0.4%	0.4%	-0.9%	-1	4	i	-2.3%	0.1%
COc1cccc(OCCCn2cc(/C=C3/C(=N)N4C=C(C)SC4=NC3=O)c3ccccc32)c1	0%	?	21%	-0.7%	-4.8%	4	1	i	-12%	0.1%
CCN1CCN(C(=O)N[C@@H](C(=O)N[C@@H]2C(=O)N3[C@@H]2SC(C)(C)[C@@H]3C(=O)O)c2ccccc2)C(=O)C1=O	12%	.	-1.0%	0.1%	-3.1%	3	-12	i	-2.6%	.
O=C(CNS(=O)(=O)c1ccc(Br)cc1)NCc1ccncc1	9%	-3%	0.3%	-0.1%	.	.	.	.	.	0.2%
O=C(Nc1ccccc1[N+](=O)[O-])C1(c2ccccc2)CCOCC1	4%	-1%	-1.4%	0.2%	-1.0%	-19	-20	i	-2.8%	-0.4%
O=[N+]([O-])c1ccc(CSc2nnc(Cc3ccccc3)o2)cc1	4%	-1%	-0.4%	-0.3%	.	.	.	i	.	0.3%
NC(=O)c1ccc(N=Nc2c(O)c3ccccc3[nH]c2=O)cc1	2%	.	-0.3%	0.4%	.	.	.	i	.	.
CCOC(=O)c1c(NC(=O)C(C)Sc2cccc[n+]2[O-])sc2c1CCN(Cc1ccccc1)C2 (stereo not drawn)	16%	-8%	0.8%	1.9%	-2.5%	20	18	i	-5.1%	1.8%
COc1ccc(Cl)cc1S(=O)(=O)N1CCCC(C(=O)NCc2ccncc2)C1 (stereo not drawn)	11%	-8%	0.8%	-0.4%	.	.	.	.	.	1.3%[50 µM]
CN1CCc2c(sc(NC(=O)C3CCCN3S(=O)(=O)c3ccc(Cl)s3)c2C(N)=O)C1 (stereo not drawn)	16%	-6%	-0.7%	.	.	.	.	.	.	1.4%[50 µM]
COc1ccc(C(CNC(=O)COc2ccc(-c3ccccc3)cc2)N2CCOCC2)cc1 (stereo not drawn)	5%	-8%	3.6%	-0.7%	.	.	.	i	.	-0.2%
O=C(COc1cccnc1[N+](=O)[O-])NCc1ccc2c(c1)OCO2	12%	-2%	-0.7%	0.2%	.	.	.	i	.	-0.4%
COc1cc(NS(C)(=O)=O)cc(OC)c1OC	6%	-13%	-1.6%	0.6%	-0.4%	-6	5	i	-5.8%	-0.1%
CN1CCN(C2=Nc3cc(F)ccc3Cc3ccccc32)CC1	14%&13%	.	-2.9%	-0.1%	-2.8%	0	6	i	-5.0%	.
Cc1coc2cc3oc(=O)c(CCC(=O)N4CCC(C(=O)O)(c5ccccc5)CC4)c(C)c3cc12	21%	4%	0.6%	-1.4%	.	.	.	.	.	1.7%
Cc1ccc(SCc2ccc(C(=O)Nc3ccccc3C(=O)NC(C)C)cc2)cc1	9%	-3%	3.6%	0.0%	1.1%	9	8	i	-5.4%	2.2%[50 µM]
CCCOc1ccccc1N/C(=N/c1nc(C)cc(C)n1)NC(=O)Nc1ccc(Cl)cc1	6%	-4%	2.8%	0.9%	1.9%	2	-6	i	-11%	-0.4%
CCOc1cc(/C=N/Nc2ccccc2Cl)ccc1OCC(=O)O	9%	4%	0.6%	0.1%	-5.2%	12	6	i	-4.4%	0.5%
Cc1cc(-c2nnc(CCC(=O)NC(Cc3ccccc3)c3ccccc3)o2)no1 (stereo not drawn)	5%	5%	2.2%	-0.3%	-1.7%	10	3	i	3.1%	0.2%
O=C1COc2ccc(C(=O)CSc3nnc(-c4cccs4)n3Cc3ccccc3)cc2N1	17%	-15%	1.8%	0.7%	0.9%	12	-6	i	-2.0%	9.0%
COc1cccc(C(=O)N2CCN(Cc3cccc(F)c3)CC2)c1	5%	-7%	2.0%	-0.1%	-1.9%	18	32	i	-8.4%	0.3%
C/C(=N\NC(=O)CCc1c(C)n[nH]c1C)c1ccc([N+](=O)[O-])cc1	3%	-6%	.	-0.1%	.	.	.	i	.	-1.9%
Cc1ccc(C)c(SCC(=O)NC(=O)NCc2ccccc2)c1	0%	3%	3.6%	-0.9%	-0.8%	-8	-19	i	-15%	-0.1%
Cc1cccc(NC(=O)CNC(=O)CN2C(=O)NC3(CCCCC3C)C2=O)c1C (stereo not drawn)	10%	-2%	-1.0%	.	.	.	.	.	.	0.7%[50 µM]
CCOC(=O)c1c(S(=O)(=O)NCCc2ccco2)c(C)n(C)c1C	6%	-3%	2.1%	-0.6%	.	.	.	.	.	0.1%

One compound at a time, from the list above. Screens in order: Large T inhibition	NS5 inhibitors	RSV antiviral HEp-2	West Nile antiviral	ER stress rescue	WT yeast gro inh	WT yeast gro inh mutant strain	Yfh1-off respiration	XIAP antagonists	UTI89 phage lysis
Entry for Cc1ccc(C)c(SCC(=O)NC(=O)NCc2ccccc2)c1 = 0%	3%	3.6%	-0.9%	-0.8%	-8	-19	i	-15%	-0.1%
Entry for CCN1CCN(C(=O)N[C@@H](C(=O)N[C@@H]2C(=O)N3[C@@H]2SC(C)(C)[C@@H]3C(=O)O)c2ccccc2)C(=O)C1=O = 12%	.	-1.0%	0.1%	-3.1%	3	-12	i	-2.6%	.

Returning to the listing, starting 3 compounds before the break.
SMILES	Large T inhibition	NS5 inhibitors	RSV antiviral HEp-2	West Nile antiviral	ER stress rescue	WT yeast gro inh	WT yeast gro inh mutant strain	Yfh1-off respiration	XIAP antagonists	UTI89 phage lysis
Cc1ccc(C)c(SCC(=O)NC(=O)NCc2ccccc2)c1	0%	3%	3.6%	-0.9%	-0.8%	-8	-19	i	-15%	-0.1%
Cc1cccc(NC(=O)CNC(=O)CN2C(=O)NC3(CCCCC3C)C2=O)c1C (stereo not drawn)	10%	-2%	-1.0%	.	.	.	.	.	.	0.7%[50 µM]
CCOC(=O)c1c(S(=O)(=O)NCCc2ccco2)c(C)n(C)c1C	6%	-3%	2.1%	-0.6%	.	.	.	.	.	0.1%
COc1cc(/C=C/C(=O)Nc2nnc(CC(C)C)s2)cc(OC)c1OC	6%	-5%	5.3%	-1.0%	-4.0%	-9	-6	i	-9.5%	8.6%
CCOC(=O)C1(Cc2ccccc2C)CCCN(C(=O)c2ccc(CSC)o2)C1 (stereo not drawn)	8%	-6%	5.6%	-0.7%	.	.	.	.	.	-0.2%
COc1ccc(CNC(=O)CN(Cc2ccccc2)S(=O)(=O)c2ccc(Cl)cc2)cc1	4%	2%	-1.5%	-1.1%	6.8%	2	-69	i	-12%	i
CN1/C(=C\C(=O)c2cccnc2)C(C)(C)c2ccccc21	12%	-10%	1.1%	-0.1%	0.5%	-4	6	i	-3.0%	0.0%
CC(C)(C)NC(=O)C(=O)NNC(=O)c1ccc(C(C)(C)C)cc1	10%	-6%	3.9%	-0.5%	0.6%	-14	-14	i	-6.4%	2.8%
O=C(CSC1=NS(=O)(=O)c2cc(Cl)ccc2N1)Nc1cccc(F)c1	8%	1%	0.9%	.	.	.	.	.	.	0.9%[50 µM]
O=C(NC1CCCCCC1)c1cc(S(=O)(=O)N2CCOCC2)ccc1N1CCCCC1	10%	0%	0.0%	-0.5%	5.5%	10	-7	i	-3.8%	-0.3%
Cc1c(C)n(C)c2ccc(C(=O)NCCCN3CCN(c4ccccc4F)CC3)cc12	5%	-10%	13%	0.5%	.	.	.	.	.	1.4%
O=C(NN=C1C2CC3CC(C2)CC1C3)c1ccncc1	8%	-6%	0.2%	1.0%	-1.8%	-2	17	i	-3.1%	1.9%
Cc1ccc(CNC(=O)CSCc2ccccc2)cc1	25%	-5%	0.3%	0.0%	1.9%	-17	-5	i	-1.1%	0.3%
COc1cc(/C=C2\SC(c3ccccc3)=NC2=O)cc(Cl)c1O	33%	22%	.	-0.1%	-0.2%	34	38	i	-1.0%	-3.8%
COc1ccc(OC)c(C2C(C#N)=C(N)Oc3cc(N)ccc32)c1 (stereo not drawn)	12%	-1%	-0.1%	-0.3%	-3.6%	23	16	?	-7.1%	0.0%
COc1cc2cc(C(=O)N[C@@H](Cc3ccccc3)C(=O)O)n(C)c2c(OC)c1OC	6%	2%	1.8%	-0.5%	.	.	.	.	.	-0.1%
CCn1c(=NC(=O)CN2C(=O)CCC2=O)sc2c(C)cc(C)cc21	2%	-1%	.	-0.2%	-0.1%	8	11	i	-4.5%	0.2%
CC1(C)CC(NC(=O)c2cccc3ccccc23)CC(C)(C)N1	3%	-8%	2.1%	-0.2%	-0.7%	-23	-16	i	-0.5%	-0.8%
Cc1cccc(C(=O)N2CCN(Cc3nc4sc5c(c4c(=O)[nH]3)CCCC5)CC2)c1	1%	2%	10%	-1.5%	.	.	.	.	.	-0.5%

Screens as filed in PubChem BioAssay.
